HKDC1 inhibitor = inhibitors of human hexokinase HKDC1; Q2TB90; recombinant HKDC1, G6PDH/diaphorase resazurin coupled fluorescence; inhibition, % at 20 µM; hit rate 0.16% among 340,000; AID 493160;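 active = inhibition above about 35% when tested at 20 µM, limit read from the data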;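 note: plate controls were DMSO wells with enzyme for no effect and DMSO wells lacking enzyme for full effect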
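Assay system – recombinant HKDC1 (HK5) hexokinase enzyme, produced in-house · Input – HKDC1 at 5 µg/mL · Reagent – glucose plus 1 mM ATP as hexokinase substrates · Timing – 90 min reaction incubation at room temperature, dark · Measured by – G6PDH/diaphorase-coupled fluorescence, 1 mM NADP, 100 µM resazurin, 525/613 nm · Benchmarks – DMSO-enzyme wells negative, buffer-substituted wells positive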
APOBEC3A inh = human APOBEC3A DNA deaminase inhibition | P31941 | inhibition, % at 20 µM | hit rate 0.41% among 330,000 | AID 493011 | recombinant A3A, FAM/TAMRA ssDNA deamination fluorescence;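 active = at least 40% inhibition at 20 µM here, with at most 30% in a related deaminase screen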;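 note: plate controls were A3A with DMSO for no effect and wells lacking A3A enzyme for full effect; some results filed as inactive read as strong as hits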
Target sequence (P31941 whole entry, looked up): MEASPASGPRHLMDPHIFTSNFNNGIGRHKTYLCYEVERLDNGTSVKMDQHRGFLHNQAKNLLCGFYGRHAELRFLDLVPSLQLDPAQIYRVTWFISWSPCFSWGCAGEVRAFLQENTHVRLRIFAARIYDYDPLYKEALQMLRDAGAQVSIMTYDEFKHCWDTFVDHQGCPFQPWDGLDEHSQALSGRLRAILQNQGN
PfGluPho inh = PfG6PD (Plasmodium falciparum) enzyme inhibition; PfGluPho enzyme, NADPH resazurin-diaphorase fluorescence; inhibition, % at 20 µM; hit rate 0.78% among 350,000; AID 504690;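 active = inhibition reaching at least a set limit at 20 µM in the primary screen, cut at about 59% in these data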;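 note: 0% = DMSO wells with substrate and 100% = DMSO wells lacking glucose-6-phosphate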
mIAP activ = increases mouse intestinal alkaline phosphatase activity | muIAP, CDP-Star luminescence, 30 min; stronger effect = higher value; 1 = vehicle-only enzyme signal, 0 = enzyme-free wells | activation factor at 10 µM | hit rate 0.24% among 330,000 | AID 2805;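 active = activation factor of at least 2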; note: the source names both 10 and 20 µM as test concentration; values of inactives mirror those of a sister screen read the other way
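Assay system: mouse IAP enzyme; Reagent: CDP-Star chemiluminescent phosphatase substrate; Compound: DMSO-dissolved test compounds; Incubation: 30 min, room temperature; Technique: luminescence from enzymatic CDP-Star hydrolysis; Controls: DMSO-only wells and no-enzyme negative control.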
ATG4B inhibitor = ATG4B (human) cysteine protease inhibition; ATG4B cleavage of LC3-PLA2, NBD-HPC fluorescence, 1 h; inhibition, % at 8.33 µM; hit rate 0.51% among 340,000; AID 504462; in the data active = inhibition above about 40%
Target sequence (Q9Y4P1 whole entry, looked up): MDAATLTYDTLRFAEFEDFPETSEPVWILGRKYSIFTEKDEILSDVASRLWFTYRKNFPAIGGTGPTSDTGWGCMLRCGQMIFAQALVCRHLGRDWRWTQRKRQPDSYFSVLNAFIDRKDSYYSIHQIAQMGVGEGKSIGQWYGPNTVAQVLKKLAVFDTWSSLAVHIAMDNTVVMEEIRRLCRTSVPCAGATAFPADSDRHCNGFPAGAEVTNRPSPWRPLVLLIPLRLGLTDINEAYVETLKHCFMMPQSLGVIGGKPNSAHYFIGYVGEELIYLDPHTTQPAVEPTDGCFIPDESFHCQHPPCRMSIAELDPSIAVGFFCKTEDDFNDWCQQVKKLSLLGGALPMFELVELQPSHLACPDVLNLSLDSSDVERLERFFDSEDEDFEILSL
hIAP activ = human IAP activation; P09923; purified human IAP, CDP-Star luminescence, 30 min; stronger effect = higher value; 1 = vehicle-only enzyme, 0 = enzyme-free background; activation factor at 10 µM; hit rate 0.16% among 330,000; AID 2524;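 active = activation factor of the enzyme at least 2-fold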; note: the source names both 10 and 20 µM as test concentration; values of inactives mirror those of a sister screen read the other way
hIAP block = blocks human intestinal alkaline phosphatase | hit rate 0.12% among 330,000 | purified IAP, CDP-Star luminescence, 30 min | inhibition, % at 10 µM | P09923;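 active = inhibition reaching a set limit with compound at 10 µM in the primary screen, cut at about 35% in these data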;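 note: plate controls were DMSO wells with enzyme for no effect and no-enzyme buffer wells for full effect; values of inactives mirror those of a sister screen read the other way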
mIAP block = blocks mouse intestinal alkaline phosphatase. purified mouse IAP, CDP-Star luminescence, 30 min. hit rate 0.2% among 330,000. inhibition, % at 10 µM;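 active = inhibition of at least 40% at 10 µM in the primary screen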;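 note: plate controls were DMSO with enzyme for no effect and no enzyme wells for full effect; values of inactives mirror those of a sister screen read the other way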
Active calls of the source: *; · = not tested or not shown. Rows were taken by chance; overall some 2.4% were active at least once.

HKDC1 inhibitor,APOBEC3A inh,PfGluPho inh,mIAP activ,ATG4B inhibitor,hIAP activ,hIAP block,mIAP block,structure
-9.1,2.9,-7.6,1.01,10.3,0.997,0.3,-0.7,CCc1nc2c(n1O)CCc1nonc1-2
0.6,-5.0,-13.3,1.03,0.1,1.12,-11.6,-3.1,COc1cc2c(cc1OC)-c1cc(Nc3ccccc3C)nc(=O)n1CC2
-4.2,-5.6,-8.8,0.918,-5.4,0.821,17.9,8.2,COCCCN1CN=C(NS(=O)(=O)c2ccc(C)cc2)NC1
-4.5,-2.1,11.2,1.09,-13.4,1.03,-2.7,-8.6,O=C1CCCN1CCCNc1ncnc2c1cnn2-c1ccc(Cl)cc1
1.5,-0.9,-17.6,0.997,5.1,0.971,2.9,0.3,CCCC(=O)O[C@H]1C[C@@H](C)N(C(=O)c2ccccc2)c2ccc(C)cc21
1.1,-4.4,-3.9,0.928,14.7,0.906,9.4,7.2,COC(=O)c1c(CSc2ccc(C)c(C)c2)noc1C(=O)NCc1ccc(OC)cc1
2.3,-15.8,-7.6,1.08,-5.1,1.06,-5.9,-8.2,O=C(Nc1ccccc1)N1CCCC2CCCCC21 (stereo not given)
-6.1,-5.2,1.1,0.973,-11.2,1,0.0,2.7,Cc1nc(SCC(=O)NCc2ccc3c(c2)OCO3)nc(C)c1C
7.5,-0.8,8.3,0.924,-1.7,0.898,10.2,7.6,O=C(CSc1n[nH]c(-c2ccccc2F)n1)Nc1cc(F)ccc1F
5.5,2.4,-9.9,0.918,-1.4,1.04,-3.6,8.2,COc1ccccc1CNC(=O)CSc1ccc(C(=O)Nc2ccccc2OC)cc1[N+](=O)[O-]
-3.2,-3.5,4.2,1,-6.9,0.957,4.3,0.0,COc1cccc(N(CC(=O)NC2CCCC2)C(=O)CCC(=O)Nc2cc(C)on2)c1
-10.2,0.6,10.4,0.911,-7.3,0.869,13.1,8.9,C(=N/Nc1nc(-c2ccccc2)cc(-c2ccccc2)n1)/c1cccnc1
-4.8,-1.7,-10.0,1.04,-1.6,0.867,13.3,-4.1,Cc1cccc(C)c1NC(=O)CSc1nnc(-c2cccnc2)o1
-1.2,1.6,5.9,1.02,-1.4,1.01,-1.5,-1.9,CCC1NC(=O)c2ccccc2N1c1cccc(Cl)c1 (stereo not given)
-3.0,-2.6,-35.2,1,5.4,0.903,9.7,-0.2,COc1ccc(OC)c(C2C3=C(CC(C)(C)CC3=O)Nc3nnnn32)c1 (stereo not given)
9.3,-1.0,3.5,1.05,-7.0,0.959,4.1,-4.9,Cc1cc(NC(=O)c2c(Br)c(C)nn2C)no1
1.4,1.2,-17.7,1.05,-5.0,1,-0.4,-5.0,Cc1cccc(CCN2C(Nc3ccccc3)=NC[C@@H]2C)c1
-5.7,-4.7,11.3,0.964,-3.6,0.953,4.7,3.6,COc1cc(N/N=C/c2ccc(N(C)C)cc2)ncn1
-15.2,3.3,-12.4,1,10.3,1.17,-17.3,-0.4,Cc1cc(C(=O)N2CCCC(N3CCN(c4cccc(Cl)c4)CC3)C2)nn1C (stereo not given)
-9.3,1.4,-1.5,0.973,10.1,0.908,9.2,2.7,Cc1cccc(NC(=O)COC(=O)CC2CCCC2)c1C

(cont.)
HKDC1 inhibitor,APOBEC3A inh,PfGluPho inh,mIAP activ,ATG4B inhibitor,hIAP activ,hIAP block,mIAP block,structure
-3.0,-0.7,-2.9,0.926,-5.2,0.929,7.1,7.4,COc1ccc(NC(=O)c2cccn(CC=C(C)C)c2=O)cc1
·,1.0,·,0.909,·,0.99,1.0,9.1,Cc1cc(C(=O)N/N=C/c2cc(Br)cc(Br)c2OC(=O)c2ccccc2)n[nH]1
-8.6,-5.1,-1.6,1.05,-8.4,1.24,-24.4,-5.0,CCOc1cc(CNCCc2c[nH]c3ccccc23)cc(Cl)c1OCC(N)=O
0.4,-1.9,-16.2,0.959,-1.6,0.728,27.2,4.1,CSc1nc(-c2ccccc2)nc(N2CCCC2)c1C(C)=O
-0.7,3.5,-4.7,0.958,16.1,1.19,-18.9,4.2,Oc1cccc(C=NCc2ccccc2)c1
-5.2,-3.6,-14.4,0.794,-17.9,1.08,-7.9,20.6,Cc1ccc(-c2[nH]c3cc(C(=O)NCCCn4ccnc4)ccc3c(=O)c2O)cc1
22.9,-1.0,6.0,0.997,-12.9,0.885,11.5,0.2,O=C(NCc1cccs1)c1cc(-c2ccccc2)nn1CC1CC(c2cccnc2)=NO1 (stereo not given)
3.6,-0.7,-3.4,0.946,-10.8,0.837,16.3,5.4,CC(=O)c1cccc(NC(=O)C2CCN(S(=O)(=O)c3ccc(F)cc3)CC2)c1
12.2,34.4,-6.2,0.84,6.9,0.794,20.6,16.0,Cc1cc(C(=O)COC(=O)c2cc(Cl)c(O)c(Cl)c2)c(C)n1C
3.5,1.3,18.0,0.906,-6.4,1.11,-10.8,9.4,CSc1nc(-c2ccc(Cl)cc2)nn1S(=O)(=O)c1ccccc1
-1.3,2.5,-10.1,0.992,-0.9,0.946,5.4,0.8,CC(O)[C@H]1CNC(=O)C(=O)N1CCc1cc(C(F)(F)F)cc(C(F)(F)F)c1 (stereo not given in full)
11.0,1.9,-13.8,1.08,-3.8,0.989,1.1,-7.6,Cc1nc2ccccn2c1C(=O)NN=C1C2CC3CC(C2)CC1C3
-3.2,-2.8,-8.2,0.927,-0.2,1.21,-20.9,7.3,Cc1cc(C)cc(NC(=S)N2CCN(Cc3ccccc3)CC2)c1
-4.5,-2.3,-13.8,1.02,4.8,0.788,21.2,-1.6,CC(=O)Nc1ccc(S(=O)(=O)Nc2nccc(C)n2)cc1
-3.9,9.2,0.6,1.06,-13.9,1.24,-23.9,-5.7,CCOc1ccc(N2CC(O)=C(c3nc4ccccc4c(=O)[nH]3)C2=N)cc1
-3.2,-1.7,3.4,1.14,-8.4,1.08,-8.1,-14.0,O=C(CN1C(=O)c2ccccc2S1(=O)=O)Nc1cccc(S(=O)(=O)N2CCCCC2)c1
-6.2,-3.3,-5.1,0.964,-6.3,0.977,2.3,3.6,O=C(Cn1ncc(N2CCOCC2)c(Cl)c1=O)c1ccc(Cl)cc1
-6.6,3.3,-8.2,1.17,-5.0,0.9,10.0,-16.5,Cn1cc(Br)c(C(=O)NC2CCCCCC2)n1
27.9,-2.9,98.4*,0.875,-18.2,1.04,-4.0,12.5,Nc1nc2c(s1)CCc1c-2cnn1-c1ccccc1
-2.9,-6.1,7.7,0.922,4.3,1.02,-2.1,7.8,COCC1CCN(C(=O)c2cc(COc3cc(C)c(Cl)c(C)c3)on2)C1 (stereo not given)

Going on with the list.
HKDC1 inhibitor,APOBEC3A inh,PfGluPho inh,mIAP activ,ATG4B inhibitor,hIAP activ,hIAP block,mIAP block,structure
3.1,-1.7,-11.7,0.954,0.2,0.959,4.1,4.6,O=C(Nc1cc(Cl)ccc1-n1cncn1)c1cc(S(=O)(=O)N2CCOCC2)ccc1F
3.0,5.2,5.1,0.982,-11.1,1.01,-0.6,1.8,Cc1ccc(OCc2nc(C#N)c(NCc3ccco3)o2)cc1
-0.3,5.3,8.2,1.08,-11.4,0.986,1.4,-8.1,COc1ccccc1OCCNC(=O)C(c1ccccc1)c1ccccc1
-3.8,-2.2,-17.6,0.968,5.7,0.885,11.5,3.2,CC(C)Oc1ccc(CCc2nnc(SCC(=O)O)n2-c2ccccc2)cc1
-2.2,17.7,5.6,1.06,-3.3,0.975,2.5,-5.6,CCN(CC(=O)Nc1ccc(NC(C)=O)cc1)C(=O)/C=C/c1c(C)nn(-c2ccc(F)cc2)c1C
-8.4,-3.7,-1.2,1,-6.3,1.12,-11.7,-0.3,COc1ccc(NC2=CC(=O)CC(c3ccccc3)C2)cc1 (stereo not given)
0.9,-3.1,-2.8,1.09,-6.0,1.09,-9.3,-9.1,Cc1ccc(CNc2ccc(N3CCN(C)CC3=O)cc2)cc1
-8.1,0.4,-11.7,1.08,-3.5,1.06,-6.3,-7.8,CCn1c(C(O)c2cc(OC)ccc2OC)nc2ccccc21 (stereo not given)
-11.7,-4.5,-11.2,0.893,-2.7,0.991,0.9,10.7,Cc1cc2ncn(CCOc3ccccc3C#N)c2cc1C
-1.5,6.4,-44.3,0.946,-4.9,1.22,-21.9,5.4,C#CCOc1ccc2ccccc2c1/C=C(/C#N)c1ccc(C(=O)O)cc1
24.8,-1.3,30.4,0.796,1.9,0.972,2.8,20.4,Cc1ccc([N+](=O)[O-])cc1N/C=C1\CCc2ccccc2C1=O
1.5,13.0,-6.2,1,-1.9,0.958,4.2,-0.5,Cc1cc(C)n2nc(C(=O)N3CCN(c4ccc([N+](=O)[O-])cc4)CC3)nc2n1
22.3,-5.0,21.5,1.06,-0.3,1.1,-9.6,-6.3,CC1CC(=O)C2=C(C1)Nc1ccccc1SC2c1ccc(F)cc1 (stereo not given)
-12.6,-4.3,2.9,0.914,-7.2,1.04,-3.7,8.6,COc1ccccc1NC(=S)NCCN1CCOCC1
-4.0,-3.4,2.7,0.95,-9.2,0.956,4.4,5.0,CCOC(=O)c1cc(=O)c2c([N+](=O)[O-])ccc(OC)c2o1
1.4,4.3,-2.5,1.01,11.3,1.08,-8.0,-1.4,NC(=O)c1ccc(NCC2CCCO2)c([N+](=O)[O-])c1 (stereo not given)
-7.4,-1.9,-6.5,1.05,10.4,0.907,9.3,-4.9,CC(C)C[C@H]1CN=C(Nc2ccccc2)N1CCCC1CCCC1
-8.4,3.7,-9.0,0.937,4.6,0.856,14.4,6.3,CCOc1ccc(OCc2ccc(C(=O)NN)o2)cc1
-5.7,-1.5,-2.5,0.941,6.6,0.993,0.7,5.9,Cc1ccc2c(c1)C(c1ccccc1)N(C(=O)c1ccccc1)CC(=O)N2 (stereo not given)
-2.6,7.8,-6.1,1.01,-6.3,1.58,-58.3,-1.0,COc1ccc(C(=O)c2cn[nH]c2-c2cc(C)ccc2O)cc1

New compounds follow.
HKDC1 inhibitor,APOBEC3A inh,PfGluPho inh,mIAP activ,ATG4B inhibitor,hIAP activ,hIAP block,mIAP block,structure
-13.1,-6.4,11.5,0.831,-8.8,0.869,13.1,16.9,Oc1c(C=C2N=c3ccccc3=N2)sc(=S)n1-c1ccccc1
-8.4,-4.2,7.4,1.11,-2.6,1.53,-53.4,-11.2,Cc1cc(OCCCCCn2ccnc2)cc(C)c1Cl
-7.6,-5.7,-9.8,1.04,-5.9,1,-0.1,-4.3,CCOc1ccccc1CNC(=O)C1CCN(C(=O)N2CC(C)Oc3ccc(C)cc32)CC1 (stereo not given)
1.0,-3.4,0.9,0.938,-1.3,1.02,-2.5,6.2,CC1CCc2cc(F)ccc2N1C(=O)C1(C)CC1(Cl)Cl (stereo not given)
2.2,-8.4,-11.3,1.02,0.9,0.966,3.4,-1.7,COc1ccc(C(=O)OC(C)C(=O)NC(C)CCc2ccccc2)c(OC)c1 (stereo not given)
0.8,-0.6,-4.5,0.926,-14.3,1.1,-10.0,7.4,COC(=O)c1c(C)[nH]c(/C=N/Nc2ccccc2)c1C

Only APOBEC3A inh, PfGluPho inh and HKDC1 inhibitor, for some of the entries so far:
Molecule | APOBEC3A inh | PfGluPho inh | HKDC1 inhibitor
CC(C)C[C@H]1CN=C(Nc2ccccc2)N1CCCC1CCCC1 | -1.9 | -6.5 | -7.4
CCOc1ccc(OCc2ccc(C(=O)NN)o2)cc1 | 3.7 | -9.0 | -8.4
Cc1ccc2c(c1)C(c1ccccc1)N(C(=O)c1ccccc1)CC(=O)N2 (stereo not given) | -1.5 | -2.5 | -5.7
COc1ccc(C(=O)c2cn[nH]c2-c2cc(C)ccc2O)cc1 | 7.8 | -6.1 | -2.6
